PLK1 inh = PLK1 (human) kinase inhibition | 97,000 compounds, 0.53% hits | inhibition, % at 10 µM | recombinant PLK1 kinase, TR-FRET peptide phosphorylation | P53350;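 active = inhibition of 50% or more in the single-concentration screen; inactive = inhibition below 50%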;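 note: 0% = DMSO max control and 100% = H-89 dihydrochloride min control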
ERb SRC1 inh = blocks coactivator binding to human estrogen receptor beta; Q92731; TR-FRET ER-beta LBD / SRC1-Cy5 peptide binding; receptor agonist-loaded with 1 µM estradiol; inhibition, % at 25.6 µM; 86,000 compounds, 1.3% hits; AID 633;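 active = compounds whose percent inhibition of the receptor-coactivator binding signal exceeds about 50% in the single-dose screen, limit read from the data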;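 note: 0% = receptor plus peptide wells without compound and 100% = peptide-only wells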
CD11b adhes inh = CD11b/CD18-fibrinogen binding inhibition; P05107+P11215; AID 1497; inhibition, % at 10 µM; K562 CD11b/CD18 adhesion to fibrinogen, ATPlite luminescence; Mn2+ added to activate the integrin; 93,000 compounds, 0.54% hits;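 active = primary inhibition of 50% or more at 10 µM, then 40% or more on retest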; note: some results filed as inactive read as strong as hits
HIV Rev-RRE inh = disrupts HIV-1 Rev binding to RRE RNA | 97,000 compounds, 0.79% hits | AID 704 | Rev peptide-RRE RNA binding, FRET | inhibition, % at 8 µM;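 active = inhibition above the screen-wide mean plus 3 SD, cut at about 35% in these data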;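 note: 0% = median DMSO wells and 100% = median Neomycin B control wells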
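Test system – labelled RRE RNA duplex and labelled Rev peptide · Reagent – labelled Rev peptide · Doses – one concentration, 8 µM nominal · Incubation – 5 + 15 min at 25 °C · Signal – FRET fluorescence readout · Read-out basis – % inhibition of FRET ratio versus controls · Control set – DMSO wells as 0% and neomycin B wells as 100% inhibition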
FAK inh = FAK (human) kinase inhibition; AID 727; inhibition, %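 (tested at 7 µM)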; 97,000 compounds, 0.84% hits; biochemical FAK kinase activity assay; Q05397; in the data active = inhibition above about 19%;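 note: 0% = DMSO and 100% = reference compound high control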
Target sequence (Q05397 whole entry, looked up): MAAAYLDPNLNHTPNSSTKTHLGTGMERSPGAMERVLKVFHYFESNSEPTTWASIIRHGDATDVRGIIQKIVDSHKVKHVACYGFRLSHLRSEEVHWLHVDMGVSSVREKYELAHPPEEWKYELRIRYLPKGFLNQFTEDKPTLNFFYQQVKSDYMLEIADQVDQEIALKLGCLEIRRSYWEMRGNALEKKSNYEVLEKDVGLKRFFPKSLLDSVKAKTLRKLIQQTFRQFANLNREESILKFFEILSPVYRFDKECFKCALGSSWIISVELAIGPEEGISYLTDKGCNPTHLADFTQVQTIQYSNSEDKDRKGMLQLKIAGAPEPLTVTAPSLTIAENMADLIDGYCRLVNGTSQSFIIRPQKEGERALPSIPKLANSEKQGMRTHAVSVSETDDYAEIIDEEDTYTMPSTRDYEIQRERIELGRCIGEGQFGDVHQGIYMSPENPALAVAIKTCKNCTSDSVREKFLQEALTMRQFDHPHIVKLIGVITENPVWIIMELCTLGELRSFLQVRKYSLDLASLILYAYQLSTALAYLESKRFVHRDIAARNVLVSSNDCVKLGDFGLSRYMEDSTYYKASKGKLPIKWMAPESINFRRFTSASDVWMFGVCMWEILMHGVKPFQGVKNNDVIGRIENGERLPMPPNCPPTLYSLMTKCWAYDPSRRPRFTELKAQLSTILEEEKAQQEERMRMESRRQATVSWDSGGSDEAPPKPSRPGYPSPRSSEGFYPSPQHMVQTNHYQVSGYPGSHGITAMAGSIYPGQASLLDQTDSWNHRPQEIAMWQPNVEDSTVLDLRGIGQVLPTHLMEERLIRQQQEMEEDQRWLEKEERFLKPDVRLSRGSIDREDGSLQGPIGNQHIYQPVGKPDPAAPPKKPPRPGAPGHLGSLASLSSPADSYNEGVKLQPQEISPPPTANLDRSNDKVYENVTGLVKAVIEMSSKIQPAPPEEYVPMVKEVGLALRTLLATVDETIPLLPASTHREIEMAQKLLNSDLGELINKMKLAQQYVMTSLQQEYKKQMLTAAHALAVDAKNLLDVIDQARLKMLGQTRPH
ERa coact inh = blocks coactivator binding to human estrogen receptor alpha. inhibition, % at 25.6 µM. 86,000 compounds, 1.7% hits. P03372. TR-FRET ER-alpha LBD / SRC-1 peptide, estradiol-bound; in the data active = inhibition above about 50%;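 note: 0% = receptor plus peptide control and 100% = peptide only without receptor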
Plk1 PBD FP = Plk1 (human) PBD binding inhibition | Plk1 PBD phosphopeptide binding, fluorescence polarization | inhibition, %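 (tested at about 20 µM)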 | 97,000 compounds, 0.13% hits; in the data active = inhibition above about 34%, passing the limit was not always enough
Mac1 fbg enh = CD11b/CD18-fibrinogen binding enhancement; P05107+P11215; K562 CD11b/CD18 adhesion to fibrinogen, ATPlite luminescence; activation, % at 10 µM; 93,000 compounds, 0.07% hits; AID 1499;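 active = 10 µM primary screen giving 50% or more activity, confirmed by 40% or more on retest at that dose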; note: strong numbers were not always called active
ERa coact pot = ER-alpha (human) coactivator binding potentiation; 86,000 compounds, 1.3% hits; P03372; AID 639; TR-FRET ERalpha-LBD/SRC-Cy5 coactivator binding, 2 h; 100 = basal binding, no effect; coactivator binding (% of control), % at 25.6 µM; in the data active = activity above about 200%;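 note: binding measured in presence of low estradiol as agonist stimulus; 0% = peptide alone without receptor and 100% = receptor with peptide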
Numbers without * were called inactive; . = no result given; [ ] = another dose, or the depositor's remark. Not a hit list; about 4.7% have a hit in one of these screens.

SMILES	PLK1 inh	ERb SRC1 inh	CD11b adhes inh	HIV Rev-RRE inh	FAK inh	ERa coact inh	Plk1 PBD FP	Mac1 fbg enh	ERa coact pot
COC(=O)CSc1nnc(CNC(=O)c2cccc(C)c2)n1-c1ccccc1OC	-9.2	1.3	-8.5	4.2	0.9	-11.7	5.3	-2.1	104.8
Cc1noc(C)c1C(=O)NCc1ccco1	-8.8	7.1[fluorescence artefact?]	.	4.7	-1.3	-11.7	7.3	.	96.7[fluorescence artefact?]
Brc1ccc(Oc2nnnn2-c2ccccc2)cc1	74.5*	-9.1	2.0	5.2	-8.3	-6.6	4.9	-3.2	113.1
O=C(NCc1cccnc1)c1cccc(F)c1	1.3	1.3	-24.7	5.6	-0.5	7.3	-29.6	-1.6	106.1
CCOC(=O)Cc1csc(NC(=O)c2ccoc2C)n1	-7.8	-14.9	-27.6	4.5	1.5	-15.7[fluorescence artefact?]	-15.1	-3.1	102.2[fluorescence artefact?]
O=C(O)CC1Sc2ccccc2NC1=O (stereo not drawn)	.	15.4	11.8	.	.	-37.7	.	-2.8	75.0
CCOC(=O)C1CCCN(c2c(Nc3ccc(C)c(C)c3)c(=O)c2=O)C1 (stereo not drawn)	.	-6.0	-14.5	.	.	-1.8	.	-3.4	105.2
CCn1c(CSc2nc3ccccc3s2)nnc1SCC(=O)NCC(=O)OC	-15.7	-0.6[fluorescence artefact?]	2.5	6.8	-0.2	1.8[fluorescence artefact?]	-22.5	4.5	114.8
Cc1nnc(NC(=O)NCN2C(=O)C3C4C=CC(C4)C3C2=O)s1 (stereo not drawn)	-13.1	.	-15.1	0.4	-4.2	.	-31.8	0.0	.
Cc1sc(NC(=O)CSc2nnc3scc(-c4ccccc4)n23)c(C#N)c1C	3.3	33.5[fluorescence artefact?]	-3.4	11.1	6.7	36.8[fluorescence artefact?]	-13.6	23.5	224.5*[fluorescence artefact?]
CC1=C(C(=O)Nc2ccccc2)C(c2cccs2)C(C#N)=C(SCC#N)N1 (stereo not drawn)	-11.2	7.3	-30.5	4.4	-0.1	-2.6	7.7	-5.4	91.8[fluorescence artefact?]
Cc1ccc(-c2nn(-c3ccccc3)cc2/C=N/NS(=O)(=O)c2ccccc2)cc1	3.0	.	.	1.7	-1.3	.	-15.7	.	.
Cc1onc(-c2ccccc2)c1C(=O)Nc1ccccc1N1CCOCC1	.	-4.0	8.4	.	.	-2.7	.	5.6	88.8
CCOC(=O)c1cnc2ccc(C)cc2c1Sc1ccccc1	-9.5	.	-1.9	12.5	22.1*	.	-12.8	-1.6	.
COc1cc(NC(=O)C2CCC(CNc3c(N4CCCCC4)c(=O)c3=O)CC2)cc(OC)c1 (stereo not drawn)	.	4.3	0.8	.	.	-7.3	.	-5.4	122.0
Cc1ccccc1OCC(=O)NNC(=O)c1ccc(-c2ccccc2)cc1	-4.7	.	25.4	3.4	20.4*	.	0.0	4.7	.
COc1ccc(C(=O)/C=C/N(C)C)cc1OC	-2.3	.	-2.1	4.7	-0.9	.	2.9	-1.7	.
O=[N+]([O-])c1cc([N+](=O)[O-])c(N2CCOCC2)cc1NCc1ccccc1	-6.5	.	-48.3	5.0	2.5	.	36.1	1.3	.
CCCCCOC(=O)CSc1nc2c(c(=O)[nH]c(=O)n2C)n1Cc1ccc(Cl)cc1	3.6	.	-0.8	5.0	-0.6	.	-15.3	-2.3	.
N#Cc1nc(COc2ccccc2Cl)oc1NCc1ccc(F)cc1	0.4	-2.6	-3.4	8.2	-1.4	2.5	26.5	-1.6	118.6
CCN=C1SC(CC(=O)Nc2sc3c(c2C#N)CCCC3)C(=O)N1CC (stereo not drawn)	0.0	6.5	6.3	-6.6	1.2	0.0	11.8	5.6	115.4[fluorescence artefact?]
Cc1sc2ncnc(N3CCN(c4ncccn4)CC3)c2c1C	-12.8	-4.8	8.0	4.8	0.2	-2.8	-18.7	-0.9	115.5
O=C(COC(=O)c1ccc(O)cc1)Nc1ccc(N2CCCCC2)cc1	1.8	-8.5	-3.1	-3.6	3.0	14.4	-6.7	-2.4	88.1
CCN=C(N/N=C/c1ccc([N+](=O)[O-])cc1)SC	-19.0	.	.	3.5	-7.5	.	-14.9	.	.
CC(=O)c1cccc(NC(=O)CCC2CCCC2)c1	-3.6	-6.3	.	-0.5	4.0	-0.5	6.7	.	123.1[fluorescence artefact?]
Cc1ccc(C)c(N2CCN(S(=O)(=O)c3ccc4c(c3)CCC(=O)N4)CC2)c1	2.5	8.9	2.6	5.3	-2.4	3.3[fluorescence artefact?]	-23.2	-1.2	74.4
O=C(Cn1cnc2c(nnn2-c2cccc(Cl)c2)c1=O)N1CCOCC1	.	2.9	6.4	.	.	-5.3	.	-2.1	103.9
Cc1n[nH]c(=O)nc1NC1CCCCC1	-3.1	-8.5	-6.8	7.6	-0.1	-2.0	20.1	-2.0	101.2
Cc1sc(NC(=O)CSc2nnc(-c3ccc(F)cc3)o2)c(C#N)c1C	-11.0	20.2	4.4	5.5	5.3	51.9*	-23.1	-1.3	101.0
COC(=O)c1ccc(Oc2nc(C(N)=O)cc(-c3ccccc3)n2)cc1	-11.3	20.4[fluorescence artefact?]	4.2	16.2	2.0	46.7[fluorescence artefact?]	-4.3	-6.1	264.3*[fluorescence artefact?]

Four compounds from above, reduced to CD11b adhes inh.
mol	CD11b adhes inh
Cc1onc(-c2ccccc2)c1C(=O)Nc1ccccc1N1CCOCC1	8.4
CCOC(=O)c1cnc2ccc(C)cc2c1Sc1ccccc1	-1.9
COc1cc(NC(=O)C2CCC(CNc3c(N4CCCCC4)c(=O)c3=O)CC2)cc(OC)c1 (stereo not drawn)	0.8
Cc1ccccc1OCC(=O)NNC(=O)c1ccc(-c2ccccc2)cc1	25.4

(further entries)
SMILES	PLK1 inh	ERb SRC1 inh	CD11b adhes inh	HIV Rev-RRE inh	FAK inh	ERa coact inh	Plk1 PBD FP	Mac1 fbg enh	ERa coact pot
Cc1ccc(-c2noc(COc3ccc4c(c3)OCO4)n2)cc1	-17.9	-3.9	.	2.0	-0.9	-5.4	-8.3	.	111.9
CCC(=O)Nc1ccc(NC(=O)c2ccccn2)cn1	.	-18.6	3.4	.	.	-15.1	.	6.0	96.4[fluorescence artefact?]
c1ccc(-c2noc(-c3ccc4ccccc4c3)n2)cc1	-6.5	.	.	6.8	3.5	.	8.7	.	.
c1ccc2c(Nc3nc4c(s3)CCCC4)cccc2c1	-6.3	.	.	1.6	3.1	.	-13.2	.	.
O=C(O/N=C\c1ccc(N2CCCCC2)c([N+](=O)[O-])c1)c1c(F)cccc1F	-3.5	.	.	15.3	1.9	.	29.4	.	.
CCOCCCNC(=O)C(c1ccc(Cl)cc1)N1CCC2(CC1)OCCO2 (stereo not drawn)	3.5	-3.5[fluorescence artefact?]	0.3	-2.0	1.0	2.7[fluorescence artefact?]	23.1	-5.3	105.8[fluorescence artefact?]
CCOC(=O)c1oc2cccc(O)c2c1CN1CCOCC1	-8.0	-14.9	1.9	4.3	2.8	-19.7	-18.9	-2.2	110.2
COc1ccc(CNC(=O)CSCc2cnn(-c3ccccc3)c2-n2cccc2)cc1	-12.6	-6.0	3.0	-0.8	2.6	-1.2	-16.3	0.4	89.3
CN(C)c1ccc(C(=O)Nc2nc3c(s2)CCCC3)cc1	-2.6	.	1.5	4.4	-0.2	.	45.7*	5.4	.
C=CCN(C(=O)Nc1ccc(F)cc1)C1CC(=O)N(c2ccc(OC)cc2)C1=O (stereo not drawn)	-18.6	-21.3	-8.0	5.1	0.0	-16.7	-11.4	-1.6	100.3
CC(=O)Oc1c(Cl)c(N2CCOCC2)c(OC(C)=O)c2ccccc12	.	-1.6[fluorescence artefact?]	8.3	.	.	5.9[fluorescence artefact?]	.	4.0	92.4
COc1cc(OC)cc(C(=O)NCC(=O)N2CCCCC2)c1	-9.1	15.6	4.5	11.9	1.4	-5.1	-13.9	-0.8	102.7
CCC/C(=N\NC(=O)c1csc(C)c1C)c1cccs1	-14.2	.	1.9	5.6	3.7	.	6.0	-2.7	.
NC(=NC(=O)c1ccccc1)C1=C(O)CCC1=O	-11.3	-3.1	1.1	2.4	9.3	-11.0	-11.3	-2.5	96.4
CC(C)(C)OC(=O)N[C@@H](Cc1ccccc1)C(=O)N1CCC(C(=O)O)CC1	-6.4	-0.3	.	3.8	2.3	-3.5	-17.9	.	102.0
Cc1ccc(CSc2nnc3nc(C)cc(C)n23)cc1	6.4	-0.4[fluorescence artefact?]	8.8	8.7	0.8	1.6	13.0	3.4	101.6
COc1ccc2nc(Nc3nc(C)c(C(C)=O)s3)sc2c1	.	7.7	40.5	.	.	27.0	.	-2.6	77.7
c1ccc(NCc2nc(-c3ccccc3)no2)cc1	-2.5	-7.8	-17.1	1.4	3.0	-12.5	-0.3	3.5	93.3
CN1c2ccccc2C(C)(C)[C@]12C=Cc1cc(O)ccc1O2	-12.1	37.6[fluorescence artefact?]	19.6	10.2	1.1	25.9[fluorescence artefact?]	18.3	2.1	120.3[fluorescence artefact?]
O=C(CSc1nc2c(c(C(F)(F)F)n1)CCc1ccccc1-2)NCc1ccc(F)cc1	-14.8	16.7[fluorescence artefact?]	.	2.8	0.6	3.6[fluorescence artefact?]	-11.3	.	229.2*
CC(CC(=O)Nc1ccc(Cl)c([N+](=O)[O-])c1)c1ccccc1 (stereo not drawn)	5.7	.	-1.7	3.3	11.5	.	33.9	-7.3	.
COc1cc(C)nc(Nc2nc(C)c(C(C)=O)s2)n1	-4.2	-7.2	12.5	2.2	4.0	-2.9	10.5	0.4	113.7
NC(=O)CSc1nnc2n(-c3ccccc3)c(=O)c3c4c(sc3n12)CCCCC4	.	1.9	13.8	.	.	25.2	.	2.9	114.5
CCCCOC(=O)c1ccc(NC(=O)c2ocnc2C)cc1	-6.8	-9.8	11.7	16.2	-0.6	-6.4	20.2	-2.0	113.6
CCOC(=O)c1sc(NS(=O)(=O)c2ccccc2Cl)nc1C	-2.5	0.3	9.1	0.7	-0.5	7.5	-1.8	-1.3	86.2
COc1ccc(C(NC(=O)C(C)(C)C)NC(=O)C(C)(C)C)cc1	-4.9	-2.6	.	8.2	1.8	3.1	26.4	.	119.8
Brc1c(CSc2nc3ccccc3o2)nc2ncccn12	-5.0	0.0	-1.5	6.1	-1.0	11.7	-0.5	-0.1	98.6
O=C(CSc1nnc(-c2csc3c2CCCC3)o1)Nc1ccccc1	-24.2	2.5	4.1	0.1	3.3	-6.6	8.2	-5.6	111.2
Cc1cc(Nc2ncc(Cl)cc2Cl)n(-c2ccccn2)n1	.	17.6[fluorescence artefact?]	6.5	.	.	7.0	.	3.7	99.8
COc1ccccc1N(CC(=O)Nc1cccnc1)S(=O)(=O)c1ccccc1	-5.1	7.3	-8.8	6.5	4.9	-11.1	-12.8	1.4	107.2[fluorescence artefact?]
CCCN1CCN(CCCNC(=O)Cn2nc(-c3ccc(C)cc3)ccc2=O)CC1	-9.3	-7.7[fluorescence artefact?]	.	6.3	2.1	-3.9	-10.4	.	121.3[fluorescence artefact?]
COc1ccc(S(=O)(=O)N(CC(=O)O)c2ccccc2)cc1	-5.4	.	-12.2	1.8	-13.2	.	-4.0	0.5	.
CCc1c(C)nc(N)n2c(SCC(=O)Nc3ccccc3OC)nnc12	-15.6	-4.2	4.9	3.3	4.7	-1.5	-25.5	-4.9	29.8
O=C(OCc1cnc(Cl)s1)c1ccc(Cl)cc1	1.1	.	-1.2	2.9	3.2	.	24.0	-3.7	.

High-throughput results from PubChem.
